Rpn11 inh – inhibitors of human proteasome Rpn11; calls only at 20 µM; AID 588493; human 26S proteasome, Ub4-pepOG fluorescence polarization; 20S core pre-blocked with epoxomicin; O00487; hit rate 0.59% among 360,000;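 active = inhibition at 20 µM, scaled to each plate's controls, above about 33%, limit read from the data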
Rin1 Abl inh – human Rin1-Abl interaction inhibition. P00519+Q13671. hit rate 0.4% among 360,000. inhibition, % at 7.35 µM. TR-FRET Rin1/Abl binding, biochemical; in the data active = inhibition above about 5%, passing the limit was not always enough
MLLE-PAM2 inh – inhibitors of microRNA-mediated deadenylation, human PABP1 MLLE binding; P11940; GST-MLLE / FITC-PAM2 fluorescence polarization; inhibition, % at 20 µM; hit rate 0.36% among 360,000; AID 588489; in the data active = inhibition above about 35%, passing the limit was not always enough;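 note: plate controls were DMSO wells with GST-MLLE for no effect and wells lacking GST-MLLE protein for full effect; some results filed as inactive read as strong as hits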
Neddylation inh – cullin neddylation inhibition | P61081+Q13564 | hit rate 0.58% among 360,000 | TR-FRET cullin neddylation, biochemical | calls only at 25 µM | AID 651699; in the data active = inhibition above about 36%
Target sequence (P61081 whole entry, looked up): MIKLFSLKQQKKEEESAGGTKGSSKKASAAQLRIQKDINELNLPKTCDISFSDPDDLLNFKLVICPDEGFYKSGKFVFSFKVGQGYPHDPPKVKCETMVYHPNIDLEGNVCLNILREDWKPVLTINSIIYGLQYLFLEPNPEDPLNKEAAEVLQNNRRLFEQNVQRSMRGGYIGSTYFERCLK
Target sequence (Q13564 whole entry, looked up): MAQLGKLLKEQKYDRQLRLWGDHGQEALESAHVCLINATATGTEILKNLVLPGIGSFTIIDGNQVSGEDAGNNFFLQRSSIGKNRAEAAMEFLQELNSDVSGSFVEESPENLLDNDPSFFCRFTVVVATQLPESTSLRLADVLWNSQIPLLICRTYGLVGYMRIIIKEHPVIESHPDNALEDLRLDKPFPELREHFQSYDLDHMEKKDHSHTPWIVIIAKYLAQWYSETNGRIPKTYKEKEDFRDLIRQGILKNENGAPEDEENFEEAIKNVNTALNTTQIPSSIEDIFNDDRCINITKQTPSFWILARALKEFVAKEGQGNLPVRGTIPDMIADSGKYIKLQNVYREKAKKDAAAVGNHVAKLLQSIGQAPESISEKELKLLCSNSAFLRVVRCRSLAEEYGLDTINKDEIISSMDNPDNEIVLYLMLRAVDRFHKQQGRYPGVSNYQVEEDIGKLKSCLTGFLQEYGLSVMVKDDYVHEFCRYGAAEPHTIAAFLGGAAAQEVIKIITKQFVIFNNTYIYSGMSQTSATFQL
NadD inh – inhibitors of Staphylococcus aureus NadD; purified NadD enzyme, colorimetric absorbance read-out; hit rate 0.78% among 360,000; inhibition, % at 20 µM; AID 602399; in the data active = inhibition above about 26%; note: some compounds past the cut are filed as inactive
CSN deneddyl inh – inhibitors of human CSN-mediated cullin deneddylation | Q92905 | Purified CSN, SCF-Nedd8-OG deneddylation, fluorescence polarization | inhibition, % at 12.5 µM | hit rate 0.38% among 360,000 | AID 651999;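 active = pattern-corrected inhibition above about 35%, with an unprinted fluorescence ratio check between 0.5 and 1.5, limit read from the data, passing the limit was not always enough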;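 note: 0% = enzyme with substrate and 100% = substrate without enzyme; some results filed as inactive read as strong as hits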
Target sequence (Q92905 whole entry, looked up, one chain of several): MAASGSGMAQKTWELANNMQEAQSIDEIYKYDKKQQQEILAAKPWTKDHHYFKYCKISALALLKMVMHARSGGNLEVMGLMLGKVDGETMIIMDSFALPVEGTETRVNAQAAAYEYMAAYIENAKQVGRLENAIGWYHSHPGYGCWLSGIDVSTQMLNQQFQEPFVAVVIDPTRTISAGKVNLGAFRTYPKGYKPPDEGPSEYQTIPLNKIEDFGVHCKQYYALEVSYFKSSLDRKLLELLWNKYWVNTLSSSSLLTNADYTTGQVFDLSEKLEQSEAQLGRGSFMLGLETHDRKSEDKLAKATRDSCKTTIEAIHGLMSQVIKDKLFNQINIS
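Assay system: Purified human Csn5 enzyme expressed in HEK293T cells | Amount: Enzyme 0.24 nM | Measured by: Fluorescence polarization readout | Medium: Tris/NaCl/DTT buffer, pH 7.5 | Compound dosing: One concentration, 12.5 µM, 0.25% DMSO | Times: 90 min incubation of compound, enzyme and substrate at room temperature | Control set: no-enzyme wells high, enzyme-with-substrate wells low | Read-out: % inhibition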
FAS TE block – blocks the thioesterase domain of human fatty acid synthase; P49327; recombinant FAS-TE, OMFH fluorogenic substrate, fluorescence endpoint; inhibition, % at 15 µM; hit rate 0.67% among 360,000; AID 602261;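 active = compounds whose normalised, plate-corrected inhibition of enzyme fluorescence in the single-dose primary screen is 50% or more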;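 note: 0% = DMSO with enzyme and 100% = substrate without enzyme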
SKN-1 block – inhibitors of C. elegans SKN-1. C. elegans VP596 Pgst-4::GFP/RFP ratio, acrylamide-induced, 24 h. inhibition, % at 21.8 µM. hit rate 0.49% among 360,000. AID 624304;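 active = interference check ratio from 0.5 to 1.5 plus GFP to RFP signal ratio inhibition reaching or exceeding a fixed threshold, cut at about 30% in these data, passing the limit was not always enough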; note: some compounds called inactive have numbers as strong as hits
MT1-MMP act inh – blocks activation of human MT1-MMP; P50281; HT1080 RFP-PRO-GFP cells, GFP/RFP ratio fluorescence, overnight; percent of plate control window, DMSO zero; GFP/RFP ratio change, % at 20 µM; hit rate 0.061% among 360,000;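 active = GFP/RFP ratio change of at least 30% with cell ATP level not reduced by more than half and red fluorescence within 50% of control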; note: strong numbers were not always called active
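system = RFP-PRO-GFP reporter HT1080 cells | dosing = 20 µM single dose, 1% DMSO | timing = overnight cell settling, then overnight compound exposure, 37 °C, 5% CO2 | read-out basis = GFP/RFP fluorescence ratio | controls = DMSO and RFP-L50D-GFP cell wells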
The depositor's hits bear a star; i = inactive; nt = not tested or not shown.

SMILES | Rpn11 inh | Rin1 Abl inh | MLLE-PAM2 inh | Neddylation inh | NadD inh | CSN deneddyl inh | FAS TE block | SKN-1 block | MT1-MMP act inh
Nc1ccc(S(=O)(=O)Nc2ccnn2-c2ccccc2)cc1 | i | -1 | -3 | i | -2 | -4 | -6 | -22 | 2
CCCCC1CCC(/C(N)=N/O)CC1 (stereo unspecified) | i | 1 | -3 | i | 1 | -6 | -31 | 18 | 8
COc1ccc(OC)c(NC(=O)CN(C)S(=O)(=O)c2ccc(Cl)cc2)c1 | i | -1 | 14 | i | -13 | 7 | 4 | 5 | -2
CCOCCCn1c(SC(C)C(=O)NCC2CCCO2)nc2sc(C)c(C)c2c1=O (stereo unspecified) | i | 1 | 9 | i | -1 | -2 | -8 | -15 | -1
COc1ccc(C(=O)N2CCC(CCC(=O)Nc3cccc(C)c3)CC2)cc1 | i | 2 | -1 | i | -5 | 1 | -1 | -1 | 3
COc1ccc(OC)c(NC(=O)Cc2coc3ccc(C)cc23)c1 | i | 3 | -2 | i | -11 | 2 | 17 | 1 | 4
Cc1cc(NC(=O)c2cc(-c3ccncc3)nc3ccccc23)ccc1Br | i | 0 | -3 | i | 11 | -6 | 26 | 6 | -7
C=CCC[C@@H](Cc1ccc(F)cc1)C(=O)O[C@H](CNC(=O)[C@H](CC=C)CC(=O)N(CCO)Cc1ccccc1)c1ccccc1 | i | -3 | -10 | i | 3 | -4 | 21 | 26 | -34
CC(=O)N1CCc2cc(S(=O)(=O)CCC(=O)NCc3ccco3)ccc21 | i | -3 | -10 | i | 4 | -1 | -4 | 1 | -1
CCN(C(=O)COC(=O)C1CCC(C(C)(C)C)CC1)c1c(N)n(Cc2ccccc2)c(=O)[nH]c1=O (stereo unspecified) | i | 4 | 5 | i | 5 | 2 | -4 | -3 | -12
CN(C)C(=O)c1cccn1-c1ncc(C(F)(F)F)cc1Cl | i | -1 | 0 | i | -4 | -10 | -8 | 2 | 1
CCOC(=O)c1c(-c2ccccc2)csc1/N=C/C1C(=O)CCCC1=O | i | -1 | -35 | i | 0 | -1 | 0 | -1 | -19
COc1cc(OC)cc(-c2c(-c3ccc(C(C)=O)cc3)c3cc(-c4cccc5[nH]ccc45)ccc3n2C)c1 | i | -1 | -10 | i | 29 | 6 | 37 | 8 | -10
CSc1nc2c([nH]1)c(=S)n(C)c(=O)n2C | i | -4 | -147 | i | 3 | -2 | -9 | 14 | 9
NC(=O)C1(N2CCCCC2)CCN(C(=S)NC2CCCC2)CC1 | i | 1 | -113 | i | 1 | -7 | -7 | 2 | -1
O=C(c1ccccc1)c1cnc2ccc(Cl)cc2c1N1CCOCC1 | i | 1 | -8 | i | -5 | 1 | 4 | -1 | 4
CNC(=O)NC(=O)CN1C(=O)NC2(CCOc3ccccc32)C1=O (stereo unspecified) | i | 0 | 4 | i | -3 | 1 | -7 | -10 | 1
COc1ccc(Cl)cc1NS(=O)(=O)c1cccc(C(=O)N2CC(C)OC(C)C2)c1 (stereo unspecified) | i | 3 | 2 | i | -1 | 2 | -2 | 5 | 0
COCC1OS(=O)(=O)NC(CC(=O)SC(C)(C)C)C1C (stereo unspecified) | i | 1 | 12 | i | -1 | -1 | -10 | -6 | 2
Cc1cc(C)cc(NC(=O)CCn2cnc3cc(C)c(C)cc32)c1 | i | -2 | -10 | i | 6 | -7 | 0 | -8 | -13
CN(C)CCCN(CCCNC(=O)/C=N/O)Cc1ccccc1 | i | 1 | -3 | i | 3 | -5 | -12 | 1 | -1
CCn1ncc(Br)c1C(=O)Nc1ccc(OC(F)(F)F)cc1 | i | -1 | 4 | i | -10 | 6 | 5 | 26 | 0
COc1ccn(C2CCCCO2)c(=O)n1 (stereo unspecified) | i | 4 | 7 | i | 1 | 1 | -6 | 8 | 0
C[C@@H]1CN([C@@H](C)CO)C(=O)c2cc(NC(=O)Nc3ccccc3)ccc2O[C@@H](C)CCCCO[C@H]1CN(C)C(=O)Nc1ccc(C(F)(F)F)cc1 | i | -1 | -7 | i | 2 | 1 | 14 | -1 | 6
Cc1ccccc1OCCNc1cc(N2CCCCC2)ccc1[N+](=O)[O-] | i | -1 | 6 | i | 6 | 6 | 25 | 13 | -8
O=C(NN1C(=O)C2C3C=CC(C3)C2C1=O)c1ccncc1 (stereo unspecified) | i | -2 | 1 | i | -4 | 0 | -11 | -3 | 1
N#Cc1ccccc1S(=O)(=O)N1CCN(C(=O)CCc2ccccc2)CC1 | i | 2 | 0 | i | -1 | -1 | -5 | -13 | -3
CN(c1ccccc1C(=O)Nc1ccc(F)c(Cl)c1)S(C)(=O)=O | i | -1 | 3 | i | -9 | 3 | -11 | -1 | -3
O=C(CNc1cccc2ccccc12)N/N=C/C(Br)=C/c1ccccc1 | i | 2 | -10 | i | 45* | 9 | 12 | 1 | 0
CC1CC2C3CCC4=CC(=O)CCC4(C)C3CCC2(C)C1(O)C(=O)CO (stereo unspecified) | i | -4 | 11 | i | -7 | 5 | 4 | 23 | 6

5 compounds drawn at random from those above:
SMILES | Rpn11 inh | Rin1 Abl inh | MLLE-PAM2 inh | Neddylation inh | NadD inh | CSN deneddyl inh | FAS TE block | SKN-1 block | MT1-MMP act inh
COc1ccc(C(=O)N2CCC(CCC(=O)Nc3cccc(C)c3)CC2)cc1 | i | 2 | -1 | i | -5 | 1 | -1 | -1 | 3
Nc1ccc(S(=O)(=O)Nc2ccnn2-c2ccccc2)cc1 | i | -1 | -3 | i | -2 | -4 | -6 | -22 | 2
Cc1cc(NC(=O)c2cc(-c3ccncc3)nc3ccccc23)ccc1Br | i | 0 | -3 | i | 11 | -6 | 26 | 6 | -7
COc1ccc(Cl)cc1NS(=O)(=O)c1cccc(C(=O)N2CC(C)OC(C)C2)c1 (stereo unspecified) | i | 3 | 2 | i | -1 | 2 | -2 | 5 | 0
O=C(CNc1cccc2ccccc12)N/N=C/C(Br)=C/c1ccccc1 | i | 2 | -10 | i | 45* | 9 | 12 | 1 | 0

Continued:
SMILES | Rpn11 inh | Rin1 Abl inh | MLLE-PAM2 inh | Neddylation inh | NadD inh | CSN deneddyl inh | FAS TE block | SKN-1 block | MT1-MMP act inh
CC1CN(CCCCOc2ccc(F)cc2)CC(C)O1 (stereo unspecified) | i | 5 | 4 | i | -5 | -13 | 1 | 7 | 2
COc1cc(OC)c(OC)cc1/C=N/n1c(C)nnc1C | i | 2 | -2 | i | 0 | -5 | -4 | -2 | -3
CCCCC(=O)Nc1ccc2c(c1)oc1ccccc12 | i | 7 | 4 | i | -3 | -1 | 7 | -7 | 5
C[C@]12C=CC(=O)C=C1CCC1C3CC[C@](O)(C(=O)CO)[C@@]3(C)CC3OC312 (stereo partly specified) | i | 0 | 7 | i | -3 | -10 | -5 | 2 | 2
CC1Sc2ccc(S(=O)(=O)N3CCC(C(=O)NCC(C)c4ccccc4)CC3)cc2NC1=O (stereo unspecified) | i | 2 | -12 | i | -4 | -2 | 4 | 19 | 2
CCN1C(=O)[C@H]2[C@@H](c3ccc(-c4ccc(C(C)=O)cc4)cc3)N3CCCC[C@@]3(C(=O)OC)[C@H]2C1=O | i | 0 | -1 | i | 2 | -7 | 32 | 29 | 6
C=C1CCC[C@]2(C)C[C@H]3OC(=O)C(CN(C)CC(OC)OC)[C@H]3CC12 (stereo partly specified) | i | 1 | -3 | i | -9 | -2 | 2 | 26 | -9
COC(=O)C1=C(Cn2cnc3ccccc32)NC(=O)NC1c1cc(C)ccc1C (stereo unspecified) | i | 3 | -15 | i | 3 | 6 | -5 | -4 | -7
CN(C)CC(C)(C)CNS(=O)(=O)c1cccc(Cl)c1Cl | i | 4 | -118 | i | 13 | -4 | -9 | -5 | -4
CCNC(=S)N(CCc1ccc(S(N)(=O)=O)cc1)C1CC(=O)N(c2ccccc2)C1=O (stereo unspecified) | i | 2 | -2 | i | -8 | -4 | -1 | -4 | 0
CN[C@@H](CO)C(=O)NC[C@H]1O[C@@H](n2cnc3c(=O)[nH]c(N)nc32)[C@H](O)[C@@H]1O | i | 2 | 16 | i | -1 | 1 | -5 | 18 | 1
COc1ccc(NC(=O)CSc2nc3ccccc3cc2Cc2ccccc2)cc1 | i | -2 | -14 | i | 15 | -1 | 25 | 1 | -9
O=C1CC(c2cccc([N+](=O)[O-])c2)c2ccc3ccccc3c2N1 (stereo unspecified) | i | -2 | 9 | i | 5 | 1 | 45 | 16 | 3
COc1cc(C(=O)NNC(=O)COc2ccccc2Cl)ccc1OCC(=O)N1CCOCC1 | i | 0 | -5 | i | 8 | 0 | -7 | 1 | -2
CCOC(=O)Cc1csc(N/N=C/c2ccc(C(F)(F)F)cc2)n1 | i | -2 | -12 | i | 5 | 3 | -7 | 9 | 2
O=C(c1cccc(C(=O)N2CCN(c3ccc(F)cc3)CC2)c1)N1CCN(c2ccc(F)cc2)CC1 | i | -3 | 19 | i | -3 | -1 | 7 | 18 | 10
CCCC(=O)Nc1ccc(NC(=O)c2cccc(OC)c2)nc1 | i | 0 | 8 | i | -5 | -1 | -13 | 5 | 13
O=C(NCc1ccc2c(c1)OCO2)NC12CC3CC(CC(C3)C1)C2 | i | -2 | 5 | i | -8 | 4 | 19 | 0 | 3
FC(F)(F)c1cnc(Sc2ncn[nH]2)c(Cl)c1 | i | 0 | 9 | i | 4 | -7 | -8 | 0 | -1
COc1ccc(C(=O)NCC(=O)N2CCN(c3ccc(Cl)cc3)CC2)cc1 | i | 2 | -7 | i | -2 | -4 | -7 | 1 | 2
CC1CCc2c(sc(/N=C/N(C)C)c2C#N)C1 (stereo unspecified) | i | 6 | 10 | i | -4 | -8 | 1 | 11 | 3
CCN(CC)CCCN1C(=O)c2oc3ccccc3c(=O)c2C1c1cc(OC)ccc1OC (stereo unspecified) | i | -1 | 0 | i | -10 | -5 | -4 | -27 | -4
O=C(CSc1nc(O)c(C(c2ccccc2)c2ccccc2)c(=O)[nH]1)N1CCOCC1 | i | 0 | -22 | i | -1 | 4 | -5 | -8 | -1
CCSc1nnc(-c2c[nH]c3ccccc23)o1 | i | 5 | -17 | i | -8 | 3 | -5 | -4 | -4
COc1cc(C(=O)NC2=C(C#N)CCC2)cc(OC)c1OC | i | -4 | 5 | i | -2 | -3 | -10 | -13 | 5
Cc1ccc(S(=O)(=O)N2CCC[C@H]2C(=O)Nc2ccccc2C)cc1 | i | -1 | -12 | i | -1 | -3 | -4 | 13 | -1
Cc1ccc(S(=O)(=O)N(C)CC(=O)NCC(c2ccco2)N(C)C)cc1 (stereo unspecified) | i | 0 | 13 | i | 1 | -3 | -9 | -1 | -1
CN1CCn2cnc(C(=O)NCCCCCNC(=O)OC(C)(C)C)c2C1=O | i | 2 | -4 | i | 6 | 9 | -8 | -6 | -1
O=C(c1ccc(COc2ccccc2Br)cc1)N1CCCCCC1 | i | -1 | 13 | i | 1 | 0 | 16 | 13 | 0
CCCN(CCC)CCNC(=O)CCC(=O)Nc1ccc2nc(N3CCOCC3)cc(C)c2c1 | i | -3 | 8 | nt | -5 | 0 | -5 | 18 | 7
COc1ccc(Cl)cc1N(CC(=O)NCCSCc1ccccc1)S(C)(=O)=O | i | -2 | -2 | i | -4 | 2 | 5 | 9 | 1
CNc1nc(-c2ccccc2)c2sccc2n1 | i | -7 | 9 | nt | 7 | -3 | 3 | -3 | -2
Cc1ccc(-c2nnc(CSc3nnc(C)s3)o2)cc1 | i | -6 | 10 | i | 2 | 3 | -3 | -5 | -3
